Tb PGK inh = blocks T. brucei phosphoglycerate kinase; P07378; PGK/GAPDH coupled, Kinase-Glo luminescence, 60 min; Potency, µM (doses to about 57.5 µM), for the others: at the top dose activity change, negative = inhibition, usual class: inhibitors; 380,000 tested, 0.043% active; note: potency is the fitted concentration of half-maximal effect; % is set by controls: 0 for no effect and ±100 for the full control effect; nearly all actives have a fitted effect of over 60% in size
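Recombinant glycosomal PGK reaction used 1,3-bisphosphoglycerate generated in-well by GAPDH (100nM final) in 100mM TEA pH 7.6, 5mM MgCl2, 0.01% Tween-20. After 60 minutes at room temperature, ATP was read by Kinase-Glo Plus luminescence end-point.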
JMJD2A Tudor inh = inhibitors of human JMJD2A Tudor domain. O75164. AlphaScreen JMJD2A-Tudor / H3K4me3 peptide binding. Potency, µM (top dose mostly 114 µM), for the others: at the highest dose activity change, negative = inhibition, actives largely listed as inhibitors. 390,000 tested, 4.4% active; note: potency is the fitted concentration of half-maximal effect; % is set by controls: 0 for no effect and ±100 for the full control effect; nearly all actives have a fitted effect of over 50% in size
POLH inh = DNA polymerase eta (human) inhibition; 390,000 tested, 1.2% active; Q9Y253; AID 588591; recombinant Pol eta, fluorescent DNA replication assay; Potency, µM (series often up to 114 µM), for inactives: at the top dose activity change, negative = inhibition, most hits filed as inhibitors; note: potency is the fitted concentration of half-maximal effect; % is set by controls: 0 for no effect and ±100 for the full control effect
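Fluorescent replication assay: 50 nM final substrate added after a 15 min room-temperature compound preincubation with 10 nM enzyme. Signal taken at 0 min and again at 10 min.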
GLS inhibitor = inhibitors of human glutaminase (GLS). GLS enzymatic activity, qHTS titration. 410,000 tested, 0.21% active. O94925. AID 624170. Potency, µM (titrated, usually from 45.5 µM), for inactives: top-dose activity change, negative = inhibition, actives largely listed as inhibitors; note: potency is the fitted concentration of half-maximal effect; % is set by controls: 0 for no effect and ±100 for the full control effect
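hKGA in 45 mM KH2PO4 (pH 8.2), 0.02% Tween-20 with compound, then 1mM L-Glutamine (stock as added) plus glutamate oxidase/HRP/Amplex red coupling mix. Fluorescence read initially and after 30 min at RT; signal change reflects glutamate formation.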
Pin1 inh = blocks the human prolyl isomerase Pin1. Pin1 FP peptide displacement, HiFluor488, 10 min. 390,000 tested, 0.009% active. AID 504891. Q13526. Potency, µM (titrated, usually from 115 µM), for inactives: at the highest dose activity, negative = inhibition, actives largely listed as inhibitors; active = well fitted inhibition curve with a large enough effect in the polarisation, with a control signal flat, not every such curve was filed as active; inconclusive = small, poorly fitted or top-dose-only effect, or effect the other way, or a change in a side signal; inactive = no such curve, though single readings can be large or run the other way; the % refers to the polarisation; note: potency is the fitted concentration of half-maximal effect; % is set by controls: 0 for no effect and ±100 for the full control effect
PI4K2A block = inhibitors of human PI4K2A; purified PI4K2A, ADP-Glo luminescence, 1 h; active compounds read low; activity change, negative = inhibition, % at 76.9 µM; 420,000 tested, 0.13% active; AID 1346378; in the data active = activity change below about -50%; inconclusive = mostly about -30% to -49%;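 note: -100% = wells without enzyme as full effect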
Target sequence (Q9BTU6 whole entry, looked up): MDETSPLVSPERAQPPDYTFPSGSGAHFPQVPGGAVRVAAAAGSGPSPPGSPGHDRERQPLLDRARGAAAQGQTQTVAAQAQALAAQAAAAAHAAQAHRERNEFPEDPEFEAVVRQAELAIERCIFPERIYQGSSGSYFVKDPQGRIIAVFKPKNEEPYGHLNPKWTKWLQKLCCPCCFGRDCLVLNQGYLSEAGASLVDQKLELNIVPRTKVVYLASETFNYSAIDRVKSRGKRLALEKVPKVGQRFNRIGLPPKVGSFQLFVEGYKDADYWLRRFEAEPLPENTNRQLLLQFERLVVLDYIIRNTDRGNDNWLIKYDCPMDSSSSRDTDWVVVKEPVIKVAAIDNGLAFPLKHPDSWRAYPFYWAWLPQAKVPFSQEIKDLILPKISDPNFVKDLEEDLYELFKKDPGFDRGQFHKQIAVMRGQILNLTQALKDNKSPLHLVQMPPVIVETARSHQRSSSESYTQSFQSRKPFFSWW
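ADP-Glo luminescence measured ADP generated by PI4K2A enzyme (4 ug/mL before mixing) with 1.2 mM PI substrate (pre-mix) and 300 microM ATP (pre-mix). Tris pH7.5 buffer with MgCl2, Triton X-100; 1 h reaction at ambient temperature.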
G9a block = inhibitors of human histone lysine methyltransferase G9a; Potency, µM (highest dose often 102 µM), for the others: top-dose activity, negative = inhibition, most hits filed as inhibitors; Q96KQ7; G9a H3K9 monomethylation, AlphaScreen, 2 h; 350,000 tested, 8.8% active; note: potency is the fitted concentration of half-maximal effect; % is set by controls: 0 for no effect and ±100 for the full control effect; nearly all actives have a fitted effect of over 75% in size
Target sequence (Q96KQ7 913-1193 limits assumed): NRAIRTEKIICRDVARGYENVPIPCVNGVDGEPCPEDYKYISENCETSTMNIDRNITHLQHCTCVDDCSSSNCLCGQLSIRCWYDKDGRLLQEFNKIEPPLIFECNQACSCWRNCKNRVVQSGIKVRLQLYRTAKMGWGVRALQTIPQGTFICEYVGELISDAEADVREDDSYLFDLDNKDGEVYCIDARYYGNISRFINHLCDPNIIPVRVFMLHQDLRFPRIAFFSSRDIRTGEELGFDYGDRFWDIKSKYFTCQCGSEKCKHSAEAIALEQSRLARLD
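Signal arises when biotinylated H3K9 peptide, once monomethylated, bridges streptavidin donor and antibody-captured acceptor beads. Enzyme at 20 nM was preincubated 15 min with test compounds; peptide 500 nM and SAM 20 uM then reacted for 2 h.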
HP1b binding inh = blocks HP1-beta chromodomain binding to methylated histone tails. AID 540317. Potency, µM (highest dose often 114 µM), for inactives: top-dose activity change, negative = inhibition, usual class: inhibitors. 390,000 tested, 0.56% active. AlphaScreen HP1-beta / biotin-H3K9me3 peptide binding; note: potency is the fitted concentration of half-maximal effect; nearly all actives have a fitted effect of over 70% in size; inactives centre near 23
Target sequence (P83916 whole entry, looked up): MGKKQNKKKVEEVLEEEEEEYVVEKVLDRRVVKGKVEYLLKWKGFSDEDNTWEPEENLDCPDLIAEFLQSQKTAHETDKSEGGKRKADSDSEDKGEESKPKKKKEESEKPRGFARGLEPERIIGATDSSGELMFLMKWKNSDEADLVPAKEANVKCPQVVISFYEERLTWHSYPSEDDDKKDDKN
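Compound inhibition of the preformed complex between 50 nM HP1-beta and 50 nM biotinylated H3K9me3 peptide was read by AlphaScreen. Buffer was PBS pH 7.4 with 0.01% Tween-20. Incubations ran 30 min at room temperature, with 10 ug/mL donor/acceptor beads.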
BAZ2B block = inhibitors of human BAZ2B bromodomain; Q9UIF8; AlphaScreen BAZ2B-H3K14Ac peptide displacement; Potency, µM (top dose mostly 114 µM), without a hit: at the top dose activity change, negative = inhibition, hits mostly inhibitors; 360,000 tested, 4.4% active; note: potency is the fitted concentration of half-maximal effect; % is set by controls: 0 for no effect and ±100 for the full control effect; nearly all actives have a fitted effect of over 60% in size
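Inhibition is scored as reduced AlphaScreen emission. The BAZ2B/b-H3(5-23)K14Ac complex (50 nM each) in PBS pH 7.4, 0.01% Tween-20 meets compound (up to 110 uM) for 30 min at RT before bead addition.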
Starred values were filed as active, the others as inactive; i = inactive; ? = inconclusive; · = not tested or not shown; [ ] = dose if it differs, or a comment. Unless noted, calls come from the whole dose curve; as a rule, active = well fitted curve in the direction sought with a large enough effect; inconclusive = small, poorly fitted or top-dose-only effect, or another doubt; inactive = no such curve, though single readings can be large; an effect the other way counts as inactive or inconclusive.

cpd	canonical_smiles	Tb PGK inh	JMJD2A Tudor inh	POLH inh	GLS inhibitor	Pin1 inh	PI4K2A block	G9a block	HP1b binding inh	BAZ2B block
1	CC(C)N(CC(=O)Nc1ccc(Cl)cc1C(F)(F)F)C(=O)CCl	1%	-14%	0%	3%	6%	7	-7%	41%[activator]	·
2	Cc1ccccc1C(=O)Nc1ccnn1C1CCN(C(C)Cc2ccccc2F)CC1 (centres undefined)	i	-25%	-8%	4%	?	-4	14%	11%	-4%
3	Cc1cc(NC(=O)c2ccc3nccnc3c2)ccc1Br	-4%	-8%	-12%	-3%	2%	3	·	28%	·
4	Cc1cccc(C(=O)NCCNC(=O)c2ccccn2)c1	4%	10%	-13%	6%	0%	-11	?	-1%	-3%
5	Cn1cc(S(=O)(=O)N2CCOCC2)cc1C(=O)NCc1ccccc1Cl	-14%	-1%	0%	-4%	-4%	-1	4%	28%	6%
6	COCCN1CCN(C(=O)c2ccc3c(c2)S(=O)(=O)c2ccccc2C3=O)CC1	-9%	-18%	-16%	3%	-6%	-2	·	41%[activator]	·
7	O=C(Nc1ccc2oc(-c3ccccc3Cl)nc2c1)c1ncn[nH]1	-5%[11.5 µM]	28µM*	4%	3%	36%[activator]	1	?	10%	50µM*
8	CCCCC(=O)N/N=C/c1ccc(Sc2cccc3cccnc23)o1	-12%	-16%	-14%	2%	16%	-3	?	11%	-21%
9	COC(=O)COc1ccc(Oc2nc(NC(C)(C)C)nc(N(C)C)n2)nn1	-5%	-18%	0%	1%	-1%	1	6%[59 µM]	4%	2%
10	CCOC(=O)C1=C(C)N(c2ccccc2)C(=O)/C1=C\c1cccs1	3%	?	-5%	3%	2%	10	?	28µM*	10µM*
11	CCC(C(=O)NCc1ccccc1)n1ncn2c(cc3occc32)c1=O (centres undefined)	8%	0%	-9%	6%	?	2	?	32%	-1%
12	CN(Cc1ccc(Cl)cc1Cl)C(=O)c1cccc(S(=O)(=O)N2CCN(c3ccccc3)CC2)c1	i	-34%	2%	4%	-3%	2	12%[0.501 µM]	-5%	-32%
13	CCN(CCO)C(=O)c1ccc2nc(Cc3ccc(OC)cc3)oc2c1	-2%	3%	-18%	-9%	5%	4	·	40%[activator]	·
14	CN(C)S(=O)(=O)c1ccc(C(=O)Nc2cccc(C(=O)O)c2)cc1	i	-4%	-3%	0%	0%	1	-16%[59 µM]	43%[activator]	-3%
15	CCOC(=O)C1=C(O)/C(=C/c2ccc(OCC(=O)O)c(OCC)c2)SC1=Nc1ccc(OC)cc1	i	-31%	?	0%	?	-3	-3%[59 µM]	4%[57 µM]	-30%
16	CC(=O)c1ccc(NC(=O)c2cc(Cl)nc3ccccc23)cc1	0%	-2%	-14%	9%	-3%	-1	-23%	36%	-1%
17	Nc1ccc(N2CCCCC2)c(S(=O)(=O)Nc2ccc(Cl)cc2)c1	-9%	?	-23%	1%	-3%	3	?	-5%	?
18	CC(Oc1ccc(-c2ccccc2)c(F)c1)c1ccn(S(=O)(=O)c2cccc3ccccc23)n1 (centres undefined)	-1%	12%	-12%	3%	14%	2	15%[12.7 µM]	47%[activator]	5%
19	CC(=O)N1N=C(c2ccccc2)OC1c1cccnc1 (centres undefined)	i	-10%	-20%	-6%	-12%	0	-2%	52%[activator]	-15%
20	O=C(O)c1ccc(-n2nncc2-c2ccco2)cc1	i	7%	-15%	-7%	5%	2	-1%	43%	7%
21	O=[N+]([O-])c1cccc(-c2cc3cccc[n+]3cc2-c2cccc([N+](=O)[O-])c2)c1	i	3%	-21%	-9%	0%	-1	22%	24%	-4%
22	Cc1ccc(S(=O)(=O)c2nnn3c2nc(N2CCOCC2)c2ccccc23)cc1C	-3%	-14%	-2%	7%	8%	-4	-5%[0.0925 µM]	36%	-13%
23	CC(C)OC(=O)/C(=C\c1cccnc1)NC(=O)c1ccccc1	1%	-4%	-1%	-1%	2%	6	6%[59 µM]	31%	-24%
24	Cn1nnnc1N=N/C(=N/Nc1ccccc1)c1ccccc1	-8%	1.6µM*	-5%	15%	2%	-7	·	28µM*	1.3µM*
25	O=C(Cc1ccccc1)c1nc2ccccc2s1	-1%	?	-7%	16%	2%	-3	?	?	71µM*
26	COC(CNC(=O)CNC(=S)N(Cc1ccccc1)Cc1cccs1)OC	-7%	-4%	-15%	-13%	-2%	-4	-3%	31%	-12%
27	CCN1CCCC1CNC(=O)Cn1nc(C)n2c(cc3cc(C)ccc32)c1=O (centres undefined)	-4%	-19%	-2%	0%	-6%	4	-45%	24%	-20%
28	N/C(=N/OC(=O)c1ccccc1F)c1nonc1N	?	-10%	-2%	-1%	1%	?	-2%	18%	-6%
29	O=S(=O)(c1ccccc1)c1nnn2c1nc(N1CCN(c3ccccc3)CC1)c1cc(Cl)ccc12	11%	-6%	-11%	0%	0%	-6	-41%[59 µM]	19%	-4%
30	CCOc1cc(/C=C2/SC(=Nc3ccccc3)N(Cc3cccnc3)C2=O)ccc1OCC#N	-2%	-4%	-15%	5%	86%[activator]	9	-38%[59 µM]	11%	-37%

The last 6 entries of the section above are carried over, then new ones follow:
cpd	canonical_smiles	Tb PGK inh	JMJD2A Tudor inh	POLH inh	GLS inhibitor	Pin1 inh	PI4K2A block	G9a block	HP1b binding inh	BAZ2B block
25	O=C(Cc1ccccc1)c1nc2ccccc2s1	-1%	?	-7%	16%	2%	-3	?	?	71µM*
26	COC(CNC(=O)CNC(=S)N(Cc1ccccc1)Cc1cccs1)OC	-7%	-4%	-15%	-13%	-2%	-4	-3%	31%	-12%
27	CCN1CCCC1CNC(=O)Cn1nc(C)n2c(cc3cc(C)ccc32)c1=O (centres undefined)	-4%	-19%	-2%	0%	-6%	4	-45%	24%	-20%
28	N/C(=N/OC(=O)c1ccccc1F)c1nonc1N	?	-10%	-2%	-1%	1%	?	-2%	18%	-6%
29	O=S(=O)(c1ccccc1)c1nnn2c1nc(N1CCN(c3ccccc3)CC1)c1cc(Cl)ccc12	11%	-6%	-11%	0%	0%	-6	-41%[59 µM]	19%	-4%
30	CCOc1cc(/C=C2/SC(=Nc3ccccc3)N(Cc3cccnc3)C2=O)ccc1OCC#N	-2%	-4%	-15%	5%	86%[activator]	9	-38%[59 µM]	11%	-37%
31	COc1cccc(CN(C(=O)Cc2c[nH]c3ccccc23)C(C(=O)NC2CCCCC2)c2cccs2)c1 (centres undefined)	-4%	8%	7%	·	-5%	-4	?	23%	-27%
32	COc1ccc(NC(=O)c2nnn(CC(=O)Nc3ccccc3OC)c2N)c(OC)c1	-10%	-37%	-7%	-2%	-6%	3	21%	17%	-14%
33	Cc1cc(C)n(Cc2ccc(C(=O)O)o2)n1	1%	-6%	4%	7%	1%	-5	-9%[2.33 µM]	14%	-6%
34	CCCCOc1ccc(S(=O)(=O)NNC(=O)c2cc3ccccc3o2)cc1	i	?	-25%	44%[activator]	0%	-4	?	23%	-36%
35	COc1ccc(-c2cc(C(F)F)n3ncc(C(=O)NCCCN4CCCC4=O)c3n2)cc1	2%	-19%	-11%	1%	4%	-5	11%[59 µM]	23%	10%
36	CCOc1ccc(C(OC(=O)c2ccco2)C(=O)NCc2ccc(C)cc2)cc1 (centres undefined)	-6%	-27%	-12%	-5%	13%	2	8%	37%	3%[57.1 µM]
37	CC1=Nc2cc(C(=O)NCc3ccc(C)cc3)ccc2Sc2ccc(Cl)cc21	2%	-6%	-12%	0%	19%	-1	?	14%	-13%
38	Cc1ccc(CN(Cc2ccco2)C(=O)COc2ccc(C)c(C)c2)cc1	-7%	41%[activator]	-12%	-12%	9%	-5	8%[59 µM]	81%[activator]	56%[activator]
39	COC(=O)c1sccc1S(=O)(=O)N(CC(=O)NCc1ccc(C)cc1)c1ccc(C)cc1	-10%	-22%	-18%	-10%	-4%	3	1%[59 µM]	31%	-13%
40	Cc1cc(C)cc(NC(=O)CN2C(=O)c3ccccc3Sc3ccc(C(=O)N4CCCC4)cc32)c1	-5%	-19%	-17%	3%	10%	-1	?	-23%	-8%
41	COc1ccc(S(=O)(=O)N2CCC(C)CC2)cc1N(C)S(=O)(=O)c1ccccc1	-6%	1%	-13%	-2%	0%	7	23%	21%	-17%
42	Cc1ccc(CCNS(=O)(=O)c2cnc[nH]2)cc1	-3%	-6%	12%	-2%	6%	-1	-11%[12.7 µM]	38%[activator]	7%
43	CC(C)COc1ccc(C(=O)OCCN2CCOCC2)c(O)c1	-8%	-11%	-23%	-1%	1%	2	?	13%	-7%

2 of these compounds, set out differently:
39) COC(=O)c1sccc1S(=O)(=O)N(CC(=O)NCc1ccc(C)cc1)c1ccc(C)cc1
40) Cc1cc(C)cc(NC(=O)CN2C(=O)c3ccccc3Sc3ccc(C(=O)N4CCCC4)cc32)c1

| assay / entry | 39 | 40 |
| --- | --- | --- |
| Tb PGK inh | -10% | -5% |
| JMJD2A Tudor inh | -22% | -19% |
| POLH inh | -18% | -17% |
| GLS inhibitor | -10% | 3% |
| Pin1 inh | -4% | 10% |
| PI4K2A block | 3 | -1 |
| G9a block | 1%[59 µM] | ? |
| HP1b binding inh | 31% | -23% |
| BAZ2B block | -13% | -8% |

A portion of the library. The share of hits here may be higher or lower than overall.
